LMPTP block – LMPTP phosphatase inhibitors, primary screen, biochemical, fluorescence intensity, uHTS; Low molecular weight phosphotyrosine protein phosphatase (Homo sapiens), P24666; recombinant LMPTP-A, OMFP fluorogenic substrate; inhibition, % at 20 µM; 360,000 compounds, 0.22% hits; AID 651560, 2012;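 active = compounds that cut the enzyme signal by at least half of the control window in the single-dose screen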;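 also: plate controls were DMSO wells with enzyme plus substrate for no effect and substrate without enzyme for full effect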
Target sequence (P24666 whole entry, looked up): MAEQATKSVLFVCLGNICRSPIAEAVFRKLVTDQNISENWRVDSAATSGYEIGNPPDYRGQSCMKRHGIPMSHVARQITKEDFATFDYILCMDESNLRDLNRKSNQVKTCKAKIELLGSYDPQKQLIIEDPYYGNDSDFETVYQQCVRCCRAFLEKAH
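Test system – LMPTP-A enzyme · Amount – LMPTP-A at 0.625 nM final in the reaction · Buffer or medium – Bis-Tris pH 6.0, DTT, detergent · Reagent – OMFP 400 µM · Doses – single 20 µM dose · Schedule – reaction 50 min, room temperature, dark · Detection – fluorescence intensity of OMFP turnover product · Evaluation – percent inhibition versus substrate-only and uninhibited controls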
CSN deneddyl inh – inhibitors of CSN-mediated cullin deneddylation, primary screen, biochemical, fluorescence polarization, uHTS; COP9 signalosome complex subunit 5 (Homo sapiens), Q92905; Purified CSN, SCF-Nedd8-OG deneddylation; inhibition, % at 12.5 µM; 360,000 compounds, 0.38% hits;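 active = pattern-corrected inhibition above about 35%, with an unprinted fluorescence ratio check between 0.5 and 1.5, limit read from the data, passing the limit was not always enough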;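 also: 0% = enzyme with substrate and 100% = substrate without enzyme; some results filed as inactive read as strong as hits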
Target sequence (Q92905 whole entry, looked up, one chain of several): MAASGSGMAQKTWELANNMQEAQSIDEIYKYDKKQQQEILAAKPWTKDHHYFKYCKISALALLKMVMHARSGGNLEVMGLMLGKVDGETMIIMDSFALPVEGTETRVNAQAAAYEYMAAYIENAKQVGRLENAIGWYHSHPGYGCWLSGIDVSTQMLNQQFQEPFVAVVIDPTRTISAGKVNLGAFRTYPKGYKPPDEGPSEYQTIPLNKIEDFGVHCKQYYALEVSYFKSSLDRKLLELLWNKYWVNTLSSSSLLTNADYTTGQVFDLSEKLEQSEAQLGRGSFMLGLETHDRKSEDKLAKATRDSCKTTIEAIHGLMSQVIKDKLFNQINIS
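Test system: purified human Csn5 enzyme expressed in HEK293T cells. Amount: 0.24 nM enzyme. Reagent: SCFSkp2-Nedd8OG substrate at 10 nM final. Schedule: 90 min incubation of compound, enzyme and substrate at room temperature. Detection: fluorescence polarization. Read-out: % inhibition of substrate cleavage by Csn5.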
Rin1 Abl inh – inhibitors of Rin1-Abl protein binding, primary screen, biochemical, TR-FRET; Tyrosine-protein kinase ABL1 (Homo sapiens) + Ras and Rab interactor 1 (Homo sapiens), …; inhibition, % at 7.35 µM; 360,000 compounds, 0.4% hits; in the data active = inhibition above about 5%, passing the limit was not always enough
Neddyl block – inhibitors of cullin neddylation, primary screen, biochemical, TR-FRET, uHTS, NAE and Ubc12 | AID 651699, 2012 | calls only at 25 µM | 360,000 compounds, 0.58% hits; in the data active = inhibition above about 36%
DNMT1 inh – human DNMT1 methyltransferase inhibitors, primary screen, biochemical, molecular beacon, fluorescence, HinP1I cleavage, uHTS; DNA (cytosine-5)-methyltransferase 1 (Homo sapiens), P26358; inhibition (reported as % activation of signal), % at 10 µM; 360,000 compounds, 0.83% hits; AID 588458, 2011; in the data active = inhibition above about 50%
NadD inh – inhibitors of S. aureus NadD, primary screen, biochemical, colorimetric, uHTS | Nicotinate-nucleotide adenylyltransferase NadD (Staphylococcus aureus N315) | inhibition, % at 20 µM | purified NadD enzyme, colorimetric absorbance read-out | 360,000 compounds, 0.78% hits; in the data active = inhibition above about 26%; also: some compounds past the cut are filed as inactive
STEP block – STEP phosphatase inhibitors, primary screen, biochemical, fluorescence intensity, uHTS. 360,000 compounds, 0.25% hits. Tyrosine-protein phosphatase non-receptor type 5 (Homo sapiens), P54829. recombinant STEP, OMFP fluorogenic substrate. AID 588621, 2011. inhibition, % at 20 µM;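 active = inhibition at 20 µM, scaled per plate between control wells, above about 37%, limit read from the data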;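 also: 0% = DMSO with enzyme and substrate and 100% = substrate only without enzyme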
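Material: STEP (striatal-enriched tyrosine phosphatase) enzyme, cell-free; Compound dosing: 20 µM single dose in 1% DMSO; Technique: fluorescence read at 480 nm ex / 540 nm em; Times: reaction 20 min, ambient temperature; Medium: 50 mM Bis-Tris pH 6.0 with 2.5 mM DTT and 0.005% Tween 20; Also added: OMFP at 25 µM.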
Rpn11 block – Rpn11 (PSMD14) deubiquitinase inhibitors, primary screen, biochemical, fluorescence polarization, uHTS. human 26S proteasome, Ub4-pepOG fluorescence polarization; 20S core pre-blocked with epoxomicin. calls only at 20 µM. 360,000 compounds, 0.59% hits. AID 588493, 2011;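 active = inhibition at 20 µM, scaled to each plate's controls, above about 33%, limit read from the data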
Target sequence (O00487 whole entry, looked up): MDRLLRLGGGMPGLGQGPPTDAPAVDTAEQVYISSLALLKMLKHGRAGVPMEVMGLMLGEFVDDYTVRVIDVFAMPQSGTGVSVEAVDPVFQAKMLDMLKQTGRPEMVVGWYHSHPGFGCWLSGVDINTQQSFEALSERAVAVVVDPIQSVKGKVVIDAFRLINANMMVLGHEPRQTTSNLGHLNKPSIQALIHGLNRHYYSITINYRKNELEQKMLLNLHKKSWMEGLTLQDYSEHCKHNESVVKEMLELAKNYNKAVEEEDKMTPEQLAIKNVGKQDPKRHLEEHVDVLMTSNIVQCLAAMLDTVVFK
Scp1 inh – Scp-1 phosphatase inhibitors, primary screen, biochemical, colorimetric, uHTS | Carboxy-terminal domain RNA polymerase II polypeptide A small phosphatase 1 (Homo … | Recombinant Scp1, phosphopeptide, malachite green phosphate absorbance | inhibition, % at 20 µM | 340,000 compounds, 0.88% hits;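 active = inhibition above about 50% at 20 µM, limit read from the data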;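 also: plate controls were DMSO wells with enzyme for no effect and wells lacking enzyme for full effect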
Target sequence (Q9GZU7 76-261 limits assumed): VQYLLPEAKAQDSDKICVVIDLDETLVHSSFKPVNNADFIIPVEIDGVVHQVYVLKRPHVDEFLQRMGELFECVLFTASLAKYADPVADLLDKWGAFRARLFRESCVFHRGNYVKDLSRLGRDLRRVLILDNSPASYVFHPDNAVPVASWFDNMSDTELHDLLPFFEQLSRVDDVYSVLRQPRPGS
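Test system: SCP-1 catalytic domain; Buffer or medium: Acidic Tris acetate buffer with magnesium and detergent; Also added: Phosphorylated 17-residue peptide substrate; Compound: single 20 µM dose, 1% DMSO; Schedule: enzyme reaction 45 min at room temperature, colour 5 min, stabilisation 30 min; Signal: Phosphate-binding colour reagent, absorbance read at 630 nm.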
SUMO1 PPI mod – modulators of SUMO1 protein-protein interactions, primary screen, biochemical, uHTS; SUMO1 binding to a labelled peptide, TR-FRET, 1 h; inhibition, % at 20 µM; 360,000 compounds, 0.33% hits; Small ubiquitin-related modifier 1 (Homo sapiens), P63165; in the data active = inhibition above about 37%
* marks the source's active call; other numbers are inactive results; i = inactive; nt = no result given; + = active, no number.

SMILES	LMPTP block	CSN deneddyl inh	Rin1 Abl inh	Neddyl block	DNMT1 inh	NadD inh	STEP block	Rpn11 block	Scp1 inh	SUMO1 PPI mod
COc1ccc(OC)c(NC(=O)c2cc3sccc3n2C)c1	1.9	3	-1	i	-9	-9	-1	i	-6	-4
CC(C)Sc1nsc2nc(=O)c(/C=C3\C=Nc4ccccc43)c(N)n12	1.9	28	-5	i	-7	1	-6	i	-17	-9
Cc1ccc(NC(=O)CCNS(=O)(=O)c2ccc3c(c2)oc(=O)n3C)cc1C	0.2	-3	0	i	-2	-8	-1	i	3	0
COc1ccc(C(=O)COc2ccccc2C(N)=O)cc1	-1.2	0	-3	i	3	-3	-2	i	-7	1
Cc1ccc(S(=O)(=O)CC(=O)NC(C)c2ccccc2)cc1 (stereo not given)	-1.5	0	2	i	3	0	-2	i	1	-10
C[C@H](NC(=O)c1ccco1)C(=O)NNC(=O)COc1cccc(C(F)(F)F)c1	-0.6	0	-1	i	-1	1	0	i	0	1
COc1ccc(NC(=O)CSC2=C(C#N)C(c3ccco3)C3=C(CCCC3=O)N2)c(OC)c1 (stereo not given)	-0.1	-1	-3	i	-5	2	-1	i	-7	-4
CCCCC1S/C(=N/N=C/c2cccs2)NC1=O (stereo not given)	-1.8	-9	1	i	-1	8	-2	i	-4	-2
Cc1csc(N(C(=O)c2cccc(S(=O)(=O)N3CCCC3)c2)c2ccccc2)n1	0.6	6	4	i	0	-2	-4	i	0	4
COC(=O)c1ccc(CNC(=O)CNC(=O)c2sc3ccccc3c2Cl)cc1	0.8	6	2	i	1	-6	5	i	-1	0
CCOC(=O)CC(=O)COc1nc2cc3c(nc2o1)CCCC3	-0.4	-1	2	nt	0	-4	2	i	-8	-11
CCOC(=O)c1cnc2cc(-c3ccc(Br)cc3)nn2c1C	-1.7	1	-2	i	10	-9	-4	i	-6	-6
CC1(C(=O)NCCC#N)CCN1C(=O)Cc1ccc(-c2ccccc2)cc1 (stereo not given)	0.2	10	-4	i	5	-3	0	i	nt	-4
CCOC(=O)Cc1nn(C(C)C)c(=O)c2ccccc12	-1.0	-17	0	i	2	-4	0	i	-4	3
O=C(OCc1cn([C@H]2C[C@H](c3ccccc3)N(C(=O)c3cccs3)C[C@@H]2O)nn1)c1ccccc1	-1.3	1	-4	i	1	2	-2	i	nt	-2
COC(=O)c1cn(NC(=O)c2cnccn2)c(=O)c2ccccc12	-1.4	-1	2	i	2	1	-8	i	-2	0
O=C(NCc1ccc(Cl)cc1)C(=O)Nc1nccs1	-1.4	2	6	i	3	1	-2	i	-9	-1
Fc1cccc(Cl)c1CSc1nnc(CNc2ccccc2)o1	0.1	2	4	i	-8	-5	-2	i	-8	1
COc1cccc(/C=N/NC(=O)c2cccc([N+](=O)[O-])c2)c1OS(=O)(=O)c1ccc(C)cc1	2.4	6	0	i	-10	1	3	i	-7	-13
CCCCNC(=O)/C(=C/c1ccccc1)NC(C)=O	-1.4	0	0	i	3	-4	-1	i	6	1
O=c1[nH]c2cc3c(cc2cc1CN(Cc1cccnc1)C(=S)NCc1ccco1)OCCO3	7.8	4	1	i	2	11	-1	i	-1	3
CCc1ccc2nc(SCC(=O)N3CC(=O)Nc4ccccc43)c(C#N)cc2c1	1.6	3	-2	i	0	15	-4	i	-4	-8
NS(=O)(=O)c1ccc(CNS(=O)(=O)Cc2ccc(Cl)cc2)cc1	1.2	2	0	i	-1	-1	-1	i	1	1
O=C(COC(=O)c1ccc(S(=O)(=O)N2CCCCCC2)cc1)NCc1ccc(F)cc1	-1.3	1	3	i	26	3	-2	i	-6	8

An excerpt of these results, with bars between the fields.
Molecule | LMPTP block | CSN deneddyl inh | Rin1 Abl inh | Neddyl block | DNMT1 inh | NadD inh | STEP block | Rpn11 block | Scp1 inh | SUMO1 PPI mod
CCOC(=O)Cc1nn(C(C)C)c(=O)c2ccccc12 | -1.0 | -17 | 0 | i | 2 | -4 | 0 | i | -4 | 3
O=C(OCc1cn([C@H]2C[C@H](c3ccccc3)N(C(=O)c3cccs3)C[C@@H]2O)nn1)c1ccccc1 | -1.3 | 1 | -4 | i | 1 | 2 | -2 | i | nt | -2
COC(=O)c1cn(NC(=O)c2cnccn2)c(=O)c2ccccc12 | -1.4 | -1 | 2 | i | 2 | 1 | -8 | i | -2 | 0
O=C(NCc1ccc(Cl)cc1)C(=O)Nc1nccs1 | -1.4 | 2 | 6 | i | 3 | 1 | -2 | i | -9 | -1

Carrying on.
SMILES	LMPTP block	CSN deneddyl inh	Rin1 Abl inh	Neddyl block	DNMT1 inh	NadD inh	STEP block	Rpn11 block	Scp1 inh	SUMO1 PPI mod
CC(C)(C)OC(=O)CNC(=O)c1nc[nH]c1C(=O)N1CCN(c2ccccc2)CC1	-1.4	-3	1	i	4	1	-2	i	-11	-2
O=C(Cn1nc(C(F)F)cc1C1CC1)NCCC1=CCCCC1	-1.0	6	-3	i	0	-1	1	i	-8	-8
O=C(COC(=O)c1n[nH]c2ccccc12)Nc1cccc(S(=O)(=O)N2CCOCC2)c1	-0.6	2	1	i	-3	-2	-3	i	-1	1
CCc1cc(=O)oc2cc(C)cc(OC(C)C(=O)NCCCn3ccnc3)c12 (stereo not given)	-1.7	0	-1	nt	2	-1	-3	i	-6	4
Cc1cccnc1CN1CCN(C(=O)c2cc(COc3ccc4ncccc4c3)on2)CC1	1.7	2	-1	i	-2	6	-1	i	1	-3
Cc1ccc(NC(=O)CSc2nnc(N)s2)cc1S(=O)(=O)N1CCOCC1	-0.7	4	2	i	-2	-4	-2	i	-4	6
CCNc1oc(/C=C/c2ccc(OCC)cc2)nc1C#N	-0.5	-1	-3	+	-2	-7	5	i	-2	-6
[O-][n+]1c(/C=C/c2ccccc2)ccc2ccccc21	-0.5	3	0	i	11	1	1	i	-4	1
CC1c2[nH]c3ccccc3c2C[C@H]2C(=O)N(CCO)CC(=O)N12 (stereo not given in full)	-1.0	4	0	i	0	-2	-3	i	-4	2
O=C(CSc1nc2ncc(Cl)cc2[nH]1)N(Cc1ccccc1)C1CCS(=O)(=O)C1 (stereo not given)	-0.7	7	0	i	5	0	-1	i	-4	1
NC(=O)c1ccc(SCC(=O)OCC(=O)N2CCN(C(=O)c3ccco3)CC2)c([N+](=O)[O-])c1	4.4	0	-1	i	6	3	2	i	36	-9
Cc1c(C(=O)O)sc2nc(CSc3ncc(C(F)(F)F)cc3Cl)[nH]c(=O)c12	0.1	1	-3	i	11	2	5	i	97*	1
O=C(Nc1cccnc1)Nc1ccccn1	0.8	-4	6	i	4	-1	3	i	-2	-2
O=C(NC1CCCCC1)c1cccnc1Sc1ccccc1Cl	0.1	2	-1	i	1	0	-3	i	-3	-2
CCOc1ccc(/C=N/n2cc(-c3ccccc3)[nH]c2=S)cc1	0.2	3	-1	i	-3	19	1	i	-3	-9
CCOc1ccc(NC(=O)c2cccc(OC(=S)N3CCOCC3)c2)cc1	1.1	-6	-1	i	-2	3	-4	i	-1	-1
COc1ccc2c(C)cc(SCC(=O)Nc3nsc(-c4ccc(C)cc4)n3)nc2c1	2.8	7	2	i	0	3	0	i	3	-1
COc1ccc(Nc2cc3n(c(=O)n2)CCc2cc(OC)c(OC)cc2-3)c(C)c1	0.2	-5	4	i	3	-2	1	i	-8	24
O=c1cc(-c2ccccc2)[nH]n1-c1ccccc1	1.1	-3	2	i	-10	5	0	i	-10	7
Cc1ccc(OCCC(=O)OC(C)C(=O)Nc2ccc(Cl)cn2)cc1 (stereo not given)	0.1	-1	2	i	1	-9	0	i	-1	0
CCc1ccc(CN(C)CC(O)COc2cccc3ccccc23)cc1 (stereo not given)	0.9	2	-1	i	8	-7	2	i	-5	-13
CCCCn1nnnc1C(c1cc2ccccc2o1)N1CCN(C/C=C/c2ccccc2)CC1 (stereo not given)	2.6	2	4	i	-6	-1	0	i	nt	6
COc1ccc(C)cc1NC(=O)C1CCN(S(C)(=O)=O)CC1	0.0	-2	1	i	-3	-1	2	i	-5	1
COC(=O)c1cc(C(=O)Nc2cc(C)on2)cc([N+](=O)[O-])c1	1.3	0	-2	i	2	-6	-2	i	-8	-22
CCn1cc([N+](=O)[O-])c(C(=O)Nc2ccc(Cn3nc(C)cc3C)cc2)n1	0.0	-2	-1	i	2	7	1	i	-8	-24
CN(C)C(=O)COc1ccc2c3c(c(=O)oc2c1)CCCC3	-2.0	-5	-4	nt	0	-2	-3	i	-2	-2
OC(COc1cccc2ccccc12)CN1CCOCC1 (stereo not given)	-0.9	-3	-1	i	-2	-2	-1	i	5	0
O=C(CCOc1cccc(Br)c1)Nc1ccc(F)c(S(=O)(=O)N2CCOCC2)c1	1.5	2	-1	i	-4	-11	-1	i	-7	1
Cn1c(COc2ccc3ccccc3c2)nnc1SCC(=O)O	-2.8	-3	5	i	-2	-1	-4	i	-5	-4
COc1ccc(CN2CCNC(=O)C2CC(=O)N(C)CC2CCOCC2)cc1C (stereo not given)	-0.2	4	-1	i	-2	-1	3	i	-9	0
O=C(O)c1ccccc1C(=O)Nc1cc(-c2ccccc2)[nH]n1	-1.0	4	0	i	-2	-4	-3	i	-9	2
CCN(CC)CCOC(=O)C1(C2CCCCC2)CCCCC1	-0.3	3	-1	i	2	-7	0	i	14	1
CCN(CCC(=O)Nc1cc(OC)cc(OC)c1)Cc1ccccc1	-0.3	-2	-1	i	-12	-5	-1	i	-1	-2
COc1ccc(-n2c(=O)c3c4c(sc3n(CC(=O)NCC3CCCO3)c2=O)CN(C(C)=O)CC4)cc1OC (stereo not given)	-0.8	3	-3	i	2	-3	3	i	nt	-4
COc1ccc(CNS(=O)(=O)c2cn(C)c(=O)n(C)c2=O)cc1	-0.4	-1	2	i	1	-5	1	i	-1	-4
Cc1ccc(NC(=O)c2ccc(=O)[nH]n2)cc1S(=O)(=O)Nc1ccc(SC(F)F)cc1	2.5	-6	5	i	5	8	1	i	4	9
